LGR2 inh: inhibitors of bursicon-induced LGR2 CRE-luciferase signal, primary screen, cell-based, HEK293, CRE-luciferase reporter, bursicon stimulation. Drosophila bursicon receptor LGR2 (rickets). AID 720647, 2013. bursicon-stimulated, 4 h. hit rate 0.35% among 380,000. inhibition, % at 9.99 µM;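 active means drop in luminescence signal, shown as inhibition above about 50% in the replicate tests, limit read from the data, passing the limit was not always enough; inconclusive means probably only some replicates passing the limit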;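 further: agonist challenge used bursicon conditioned medium at about half maximal strength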
SIRT5 block: SIRT5 desuccinylase inhibitors, primary screen, biochemical, fluorescence imaging, single point, set 5 | NAD-dependent protein deacylase sirtuin-5, mitochondrial (Homo sapiens), Q9NXA8 | Purified SirT5, succinyl-peptide AMC, trypsin-coupled fluorescence | inhibition, % at 15 µM | hit rate 1.1% among 330,000 | AID 652115, 2013; in the data active means inhibition above about 15%; inconclusive means no clear call, values can overlap the other calls
Target sequence (Q9NXA8 whole entry, looked up): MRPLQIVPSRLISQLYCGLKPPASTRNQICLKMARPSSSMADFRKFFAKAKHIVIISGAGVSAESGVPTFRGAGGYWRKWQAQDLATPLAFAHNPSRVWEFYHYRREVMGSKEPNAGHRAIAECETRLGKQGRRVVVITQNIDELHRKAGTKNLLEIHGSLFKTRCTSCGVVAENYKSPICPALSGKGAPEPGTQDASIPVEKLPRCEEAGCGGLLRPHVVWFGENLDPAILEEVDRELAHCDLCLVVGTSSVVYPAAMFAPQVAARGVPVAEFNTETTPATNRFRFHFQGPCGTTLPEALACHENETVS
EWS-Fli block: EWS/Fli-driven NR0B1 reporter inhibitors, primary screen, A673 cells, NR0B1 luciferase, luminescence, MLPCN library. viability-normalised. inhibition, % at 12.6 µM. hit rate 0.67% among 350,000. AID 651661, 2012;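 active means mean inhibition of at least 50% after viability correction, with every replicate also passing that limit; inconclusive means mean reaches 50% but only one of two replicates passes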;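 further: firefly luciferase signal divided by Alamar Blue viability fluorescence both relative to DMSO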
DENV2 CPE: inhibitors of DENV2 cytopathic effect, primary screen, cell-based, plate reader, single concentration | DENV2-infected cells, cytopathic effect rescue | CPE inhibition, % at 9.99 µM | hit rate 1.7% among 350,000; in the data active means CPE inhibition above about 20%, passing the limit was not always enough; inconclusive means no clear call, values can overlap the other calls; tested in BHK-21 cells;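 further: 0% = median of neutral control wells and 100% = median of positive control wells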
Casp6 inh: human caspase-6 inhibitors, primary screen, biochemical, VEID-R110 fluorescence, single point, set 2 | P55212 | purified caspase-6, Z-VEID-R110 cleavage fluorescence | inhibition, % at 12.5 µM | hit rate 0.53% among 350,000;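 active means mean inhibition across replicates at least about 35%, with every replicate also reaching that limit, limit read from the data; inconclusive means only one of the two criteria met; inactive means neither criterion met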;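 further: 0% = median of neutral control wells and 100% = no fluorescence left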
Target sequence (P55212 24-179 limits assumed): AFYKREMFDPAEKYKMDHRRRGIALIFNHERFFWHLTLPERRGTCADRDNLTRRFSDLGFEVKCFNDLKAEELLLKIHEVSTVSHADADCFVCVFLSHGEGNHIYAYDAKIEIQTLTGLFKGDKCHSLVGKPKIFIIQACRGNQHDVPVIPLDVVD
Target sequence (P55212 194-293 limits assumed): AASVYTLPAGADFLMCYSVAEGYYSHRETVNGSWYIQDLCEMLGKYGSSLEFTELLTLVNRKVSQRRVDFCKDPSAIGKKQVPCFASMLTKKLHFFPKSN
ARNT TACC3 PPI: disruptors of ARNT/TACC3 protein interaction, primary screen, biochemical, AlphaScreen, single concentration. Transforming acidic coiled-coil-containing protein 3 (Homo sapiens), Q9Y6A5. inhibition, % at 9.99 µM. AID 623870, 2012. AlphaScreen His-ARNT PAS-B/GST-TACC3 binding, luminescence; TACC3 fragment carries E629A point mutation. hit rate 0.66% among 390,000;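 active means mean inhibition of replicates at least 50% and at least half of replicates each reaching 50%; inconclusive means half or more replicates reach 50% but mean below 50%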;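 further: 0% = complete ARNT plus TACC3 wells and 100% = ARNT alone without TACC3; many hits fall short of the cut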
PAX8 reporter: inhibitors of PAX8-driven TPO luciferase reporter, primary screen, RMG-I cells, single concentration | SteadyGlo, 24 h | inhibition, % at 12.6 µM | AID 652154, 2013 | hit rate 1.2% among 360,000;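 active means mean replicate inhibition at least 60% with every replicate also reaching 60%; inconclusive means only one of the two criteria is met; inactive means mean below 60% and not all replicates reaching 60%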;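 further: luciferase light reporting Pax8 driven TPO promoter activity; plate controls were median of neutral control wells for no effect and mitoxantrone controls for full effect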
Numbers without * were called inactive; ? = inconclusive; . = not tested or not shown; & = joins results of further samples. Outcome played no part in choosing rows; 4.9% or so of the library scored in one or more.

SMILES	LGR2 inh	SIRT5 block	EWS-Fli block	DENV2 CPE	Casp6 inh	ARNT TACC3 PPI	PAX8 reporter
COc1ccccc1CNC(=O)C[C@H]1CC[C@@H](NC(=O)CN(C)C)[C@@H](CO)O1	18.4	-0.8	3.5	-1.0	0.7	-7.0	-11.2
CCCN(C)C[C@H]1OCCCC[C@@H](C)Oc2ccc(NC(=O)Nc3c(C)noc3C)cc2C(=O)N([C@H](C)CO)C[C@@H]1C	5.2	3.9	-2.4	7.8	2.2	0.5	-9.0
CC(C)[C@H](NC(=O)c1ccc(F)cc1)C(=O)N(C)Cc1cccs1	-2.2	-1.3	-5.4	1.6	1.1	2.5	-10.8
O=C(NCc1cnn(-c2ccccc2)c1)C1CCC(=O)N(C2CC2)C1 (stereo not given)	-6.7	2.7	4.9	-7.3	1.3	-7.1	.
CCOCC(=O)Nc1ccc([N+](=O)[O-])cc1C	-10.0	-1.5	-1.2	.	0.8	32.7	-3.2
CC(=O)Nc1ccc(S(=O)(=O)Nc2nc3ccccc3nc2-n2ccc(=NC(=O)c3ccccc3)cc2)cc1	-0.4	5.6	3.4	2.2	1.5	.	20.6
CN(C)C1C(=O)c2ccccc2C1=O	-3.5	-5.4	19.4	8.3	-1.6	-1.9	-3.1
CNC[C@@H]1Oc2ccc(NC(=O)NC(C)C)cc2CC(=O)N([C@H](C)CO)C[C@H]1C	-18.9	-5.3	-1.2	5.8	1.4	-6.2	29.6
Cc1ccc(NC(=O)C2(C)CCN2Cc2cccc3c2OCO3)cc1O (stereo not given)	11.4	-3.1	-1.6	-2.5	0.3	.	14.5
C=CCNc1ccc2c(c1)OC[C@H](Cc1ccccc1)NS2(=O)=O	-2.3	0.6	0.5	-6.1	-1.5	.	-6.2
COc1cccc(CNC2CCCc3ccccc32)c1OC (stereo not given)	24.6	0.8	7.6	-4.5	2.9	0.3	4.1
COC(=O)c1ccc(C(C2C(=O)CC(C)(C)CC2=O)C2C(=O)CC(C)(C)CC2=O)cc1	4.2	0.6	7.5	-0.6	0.5	15.6	0.8
C[C@@H]1CCCCO[C@@H](CN(C)Cc2ccc(C(F)(F)F)cc2)[C@@H](C)CN([C@@H](C)CO)C(=O)c2cc(NS(=O)(=O)c3ccc(F)cc3)ccc2O1	6.8	11.9	-0.5	5.5	-0.9	2.2	86.1*
Cc1ccc(SCCC(=O)OCC(=O)Nc2ccc(S(N)(=O)=O)cc2)cc1	-7.1	-2.5	-8.9	2.7	0.6	-0.2	-19.0
CCS(=O)(=O)NCC(c1cccnc1)N1CCN(c2ccccc2OC)CC1 (stereo not given)	0.1	-5.5	-1.5	-10.8	-1.7	-3.4	7.8
Cc1ccccc1Oc1ccc2c(c1)[C@@H]1C[C@H](N(C)C(=O)Nc3cc(Cl)cc(Cl)c3)[C@H]([C@H](C)O)C(=O)N1CC2	-11.0	-4.1	15.2	3.6	-3.4	-3.9	10.0
Cc1cccc(C(=O)Nc2ccc(C(=O)N/N=C/c3cccc(C)n3)cc2)c1	-3.5	-1.8	-3.6	-7.5	2.7	23.8	-12.9
O=C1CSC(=S)N1N=Cc1ccc(Cl)s1	-18.1	4.7	-1.2	-5.0	28.9	61.2*	6.7
COc1ccccc1NC(=O)N1CC(=O)N2[C@H](CO)[C@H](c3ccc(C#Cc4ccc(F)cc4)cc3)[C@@H]2C1	8.3	5.3	.	1.7	0.0	.	.
CC(C)NC(=O)Nc1ccc2c(c1)C(=O)N([C@H](C)CO)C[C@H](C)[C@H](CN(C)Cc1ccc(C(=O)O)cc1)O2	3.8	.	-0.5	5.3	0.2	.	-7.7
Cc1cccc(OCc2nnc(SCC(=O)NC3CCCCC3)n2C)c1	5.1	0.1	-2.9	-3.5	-1.6	-6.0	-6.2
O=C(O)c1ccc(S(=O)(=O)N2CCOCC2)o1	10.4	-4.4	3.0	-5.9	-2.8	-8.4	-25.0
CCCNC(=O)N(C)C[C@H]1Oc2cc(-c3ccc(C)cc3)ccc2S(=O)(=O)N([C@H](C)CO)C[C@H]1C	-1.0	-2.6	5.5	-8.5	0.6	-12.0	.
Cc1cc(C)c(NC(=O)CSc2nc(=O)n3cc(C)ccc3n2)c(C)c1	12.9	-0.2	0.0	-2.2	-2.3	-16.5	-2.5
O=C(Cn1cccc1)N1CCN(c2ccc(F)cc2)CC1	-2.9	-1.3	-5.0	-1.7	0.8	-1.3	0.8
Cc1cc(N2CCN(C)CC2)ccc1NC(=O)c1ccc(-c2ccc(Cl)cc2)o1	-2.4	-3.8	23.2	5.9	-31.3	30.4	12.8
O=C(NCc1nnnn1-c1ccc(F)cc1)c1ccc([N+](=O)[O-])o1	-3.0	-0.3	7.7	2.4	5.5	-2.3	70.3*
COC(=O)/C=C/c1oc2ccccc2c1C	.	1.9	5.8	-4.5	1.8	-5.2	8.7
CC(C)NC(=O)N[C@@H]1C[C@@H]2O[C@H](CO)CC[C@@H]2O[C@@H]1CCc1ccc(-c2ccc(F)cc2)cc1	.	4.4	-0.9	-3.0	0.8	.	-3.1
N#Cc1ccc(COC(=O)c2cnc3ccccc3n2)cc1	-3.9	1.5	5.6	0.7	-1.5	2.9	-5.2
CCCCc1nc2cc(C(=O)N3CCNC(=O)C3)ccc2o1	-10.0	-1.8	.	-1.6	-8.2	-1.9	-38.0
CN1CCN(C(=O)C[C@H]2CC[C@H]3[C@@H](COC[C@H](O)CN3C(=O)c3ccc(F)cc3)O2)CC1	-8.3	1.2	-8.7	2.2	0.2	-4.5	-13.9
CN1CCN(C(=O)C[C@@H]2C[C@H]3c4cc(NC(=O)NC5CCCCC5)ccc4O[C@H]3[C@H](CO)O2)CC1	-1.2	-3.9	-9.7	-3.9	-1.5	-13.4	-5.9
O=[N+]([O-])c1ccc(C2CC(c3ccccc3)=Nc3ccccc3S2)cc1 (stereo not given)	-10.7	-0.6	-2.4	-4.9	-2.2	0.5	-26.4
O=C(COC(=O)c1cnccn1)NC1CCCc2ccccc21 (stereo not given)	.	0.4	-0.7	2.1	0.6	-0.4	10.5
CCO[C@H]1OC(C(=O)O)=C[C@@H](C2CCCCC2)[C@@H]1CCCO	-14.9	-0.6	-7.2	45.4*	-8.1	-4.9	-7.6
COc1ccc(C(=O)CSc2nnnn2C)c(OC)c1	-7.7	8.5	-9.6	10.7	-4.7	-5.8	-18.3
CCC(=O)N(C)C[C@@H]1Oc2cc(C#CCC(C)C)ccc2S(=O)(=O)N([C@@H](C)CO)C[C@@H]1C	-22.7	2.1	8.8	2.1	-1.1	-13.9	.
O=S(=O)(c1ccc(F)cc1)N1CCN(c2ccc(-c3ccccc3)nn2)CC1	-5.7	-3.5	-0.7	10.8	-0.4	-10.0	-4.6
CCc1nc2ccc(C(=O)NCc3ccc4c(c3)OCO4)cn2c1N(C)CCC(C)C	15.4	3.3	0.3	-4.7	.	.	8.6
Cc1noc(C)c1NC(=O)Nc1ccc2c(c1)CC(=O)N([C@@H](C)CO)C[C@@H](C)[C@H](CN(C)S(=O)(=O)c1cccs1)O2	6.6	-2.5	-12.5	0.6	-2.1	.	-21.0
C[C@@H]1CN([C@@H](C)CO)C(=O)Cc2cc(NC(=O)CCCCCC(=O)Nc3ccccc3N)ccc2O[C@@H]1CN(C)C(=O)Nc1ccccc1	13.0	.	-7.4	3.5	0.2	2.6	-13.9
Clc1cnc(Nc2cccnc2)c(Cl)c1	-6.0	1.9	-1.5	4.3	2.6	1.5	-22.4
COc1ccc(NC(=O)COC(=O)c2n[nH]c3ccccc23)c(OC)c1	-2.0	-7.1	-1.6	3.7	1.5	-8.0	1.7
CC=Cc1ccc2n(c1=O)C[C@@H]1[C@@H](CO)[C@H](C(=O)N3CCCCC3)N(Cc3ccccc3OC)[C@H]21 (mixture of isomers)	1.1	-0.2	-5.3	7.5	0.7	-31.4	.
C[C@@H]1CN([C@@H](C)CO)C(=O)c2cc(NC(=O)Cc3ccccc3)ccc2O[C@@H](C)CCCCO[C@H]1CN(C)Cc1ccc(C(F)(F)F)cc1	3.6	.	15.8	-18.5	.	-2.5	76.4*
C[C@H]1CCCCO[C@H](CN(C)Cc2ccncc2)[C@@H](C)CN([C@@H](C)CO)C(=O)c2cc(NC(=O)C3CCCCC3)ccc2O1	-0.6	0.5	-3.9	-5.3	-0.2	4.4	33.5
COc1cccc(S(=O)(=O)Nc2ccc3c(c2)[C@H]2C[C@H](CC(=O)N[C@@H](C)c4ccccc4)O[C@H](CO)[C@H]2O3)c1	6.1	1.3&-0.5	2.4&0.6	?	0.2&1.6	.	11.9
CN(C)CC(=O)Nc1ccc2c(c1)[C@@H]1C[C@@H](CC(=O)NCc3ccccc3F)O[C@@H](CO)[C@@H]1O2	-0.9	.	3.6	-7.8	.	4.2	-11.6
CS(=O)(=O)N(CC(=O)N1CCN(Cc2ccccc2)CC1)c1ccc(F)cc1	-10.0	-2.0	-2.0	-0.8	3.6	-5.3	-23.8
CCc1nnc(NC(=O)C2CCCN(S(=O)(=O)c3ccc(OC)cc3)C2)s1 (stereo not given)	-12.2	-2.8	4.6	0.2	-0.4	-3.6	-11.1
Cc1ccc2nc(-c3cccc(Br)c3)c(Cc3cccc(F)c3)n2c1	-62.1	.	-83.3	6.0	-0.6	.	-97.8
O=C(CCc1ccccc1)NNC(=O)c1cc(Cl)ccc1O	-19.3	-7.0	-5.0	-10.8	-4.8	1.9	-6.4
O=C(C[C@H]1C[C@@H]2c3cc(NC(=O)C4CCC4)ccc3O[C@@H]2[C@@H](CO)O1)NCc1ccncc1	-7.9	-0.7	1.5	14.3	-2.2	0.0	-2.3
COc1ccccc1-c1cn(CC[C@@H]2CC[C@@H](NC(=O)C3CCC3)[C@H](CO)O2)nn1	-1.0	2.2	-0.1	1.9	1.0	-2.9	-17.4
COc1ccccc1C(=O)NC(=S)Nc1ccc(NC(=O)c2ccco2)cc1	6.9	2.5	5.4	7.5	-0.4	-8.6	7.4
O=c1[nH]c2ccc(NC(=S)Nc3ccccc3)cc2[nH]1	-14.6	-2.2	-2.8	-1.2	2.3	14.4	9.2
COCCn1c(-c2ccc(OC)cc2)nc2oc3cc(OC)ccc3c(=O)c2c1=O	.	1.7	3.7	11.3	2.8	-9.4	.
C[C@H](CO)N1C[C@H](C)[C@@H](CN(C)S(=O)(=O)c2cccs2)Oc2ccc(NS(=O)(=O)c3ccc(F)cc3)cc2CC1=O	-7.9	5.2	-7.4	.	0.8	2.6	14.5
COc1ccc(CN(C)CC(=O)NC(=O)NCc2ccccc2)c(OC)c1	3.7	.	.	.	.	-7.3	15.8

Entries of single compounds as entered above. Order of values: LGR2 inh	SIRT5 block	EWS-Fli block	DENV2 CPE	Casp6 inh	ARNT TACC3 PPI	PAX8 reporter
Shown for CC=Cc1ccc2n(c1=O)C[C@@H]1[C@@H](CO)[C@H](C(=O)N3CCCCC3)N(Cc3ccccc3OC)[C@H]21 (mixture of isomers) → 1.1	-0.2	-5.3	7.5	0.7	-31.4	.
Shown for O=c1[nH]c2ccc(NC(=S)Nc3ccccc3)cc2[nH]1 → -14.6	-2.2	-2.8	-1.2	2.3	14.4	9.2
Shown for COc1ccccc1C(=O)NC(=S)Nc1ccc(NC(=O)c2ccco2)cc1 → 6.9	2.5	5.4	7.5	-0.4	-8.6	7.4
Shown for O=C(CCc1ccccc1)NNC(=O)c1cc(Cl)ccc1O → -19.3	-7.0	-5.0	-10.8	-4.8	1.9	-6.4
Shown for CCc1nnc(NC(=O)C2CCCN(S(=O)(=O)c3ccc(OC)cc3)C2)s1 (stereo not given) → -12.2	-2.8	4.6	0.2	-0.4	-3.6	-11.1
